From PubChem
BRCA1 expr up: increases BRCA1 expression. MCF7-BRCA1-FFLuc reporter, luminescence, 48 h; response scale: scaled: vehicle 0%, 10 µM genistein 100%. 380,000 tested, 1.1% active. AID 624202. Potency, µM (top dose mostly 46.1 µM), without a hit: top-dose activation, hits mostly activators; active = well fitted activation curve with a large enough effect; inconclusive = small, poorly fitted or top-dose-only effect; inactive = no such curve, though single readings can be large or run the other way; note: nearly all actives have a fitted effect of over 80% in size; some results filed as inactive show a strong effect at the top dose
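MCF7-BRCA1-FFLuc, 2000 cells/well; 2 h attach, 37 °C/5% CO2; compound 48 h; luciferase substrate 15 min; luminescence end-point. Norm. to genistein 10 microM max activation and DMSO; concentration-response curves fitted.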
Starred values were filed as active, the others as inactive; ? = inconclusive. Potency is the fitted concentration of half-maximal effect. Not all compounds are listed; the hit share may differ from the screen's.

SMILES	BRCA1 expr up
Nc1ccn([C@@H]2O[C@H](CNCc3ccc(Oc4cc(-n5cccn5)ncn4)cc3)[C@@H](O)[C@H]2O)c(=O)n1	20%
O=S1(=O)CC(N2CCCCC2)CN1C1CCCCC1 (centres undefined)	13%
Nn1c(SCC(=O)NC2CCCC2)nnc1C(F)(F)F	2%
O=C1C(=Cc2cccc(Cl)c2)CCc2ccccc21	-10%
COc1ccccc1S(=O)(=O)N(C)C[C@@H]1OCc2cnnn2CCCC(=O)N([C@@H](C)CO)C[C@@H]1C	8%
O=C(OCc1cn([C@H]2C[C@H](c3ccc(Cl)cc3)N(CC3CCCCC3)C[C@@H]2O)nn1)c1ccccc1	-6%
Nc1[nH]c(C(=O)c2ccccc2)c(-c2ccc(Cl)c(F)c2)c1C(=O)NCCc1c[nH]c2ccccc12	-31%
COc1cc(CNc2ncnc3c2ncn3[C@H]2CN(CCN3CCOCC3)C[C@@H](CO)O2)cc(OC)c1OC	-9%
COc1ccccc1C#Cc1cnc2c(c1)C(=O)N([C@H](C)CO)C[C@@H](C)[C@@H](CN(C)C(=O)c1ccc3c(c1)OCO3)O2	-15%
CCc1nc2c(OCC3COc4ccccc4O3)cccn2c1N(C)C(=O)c1ccc(OC)cc1 (centres undefined)	-4%
COc1ccc(NC(=O)CN2c3cccc4cccc(c34)S2(=O)=O)cc1OC	-26%
Cc1ccc(NC(=O)COC(=O)CCc2c[nH]c3ccccc23)cc1	1%
COCCNC(=O)C1(C)CCN(C(=O)c2cc(C)nn2C(C)(C)C)C1 (centres undefined)	15%
CC(c1nc2ccccc2c(=O)[nH]1)N1CCN(S(=O)(=O)c2ccc(F)c(Cl)c2)CC1 (centres undefined)	-12%
CC1(Oc2ccccc2)CCN(Cc2ccc(-c3ccccn3)cc2)C1 (centres undefined)	9%
COc1cccc(CNC(=O)[C@@H]2CCCN2C(=O)[C@H]2CCCCN2C(=O)c2ccccc2)c1	4%
CCC(=O)N1CCC1(C)C(=O)Nc1cccc2cccnc12 (centres undefined)	13%
O=C(O)C(CCc1ccccc1)N1CCOCC1 (centres undefined)	37%
Cc1ccc2nc(-c3ccc(F)cc3)c(Cc3cccc(Cl)c3)n2c1	5%
COc1cccc(NC(=O)C(=O)NCC2CCCN2S(=O)(=O)c2cccs2)c1 (centres undefined)	?

A second format for some results above.
| BRCA1 expr up | SMILES |
| --- | --- |
| 1% | Cc1ccc(NC(=O)COC(=O)CCc2c[nH]c3ccccc23)cc1 |
| 15% | COCCNC(=O)C1(C)CCN(C(=O)c2cc(C)nn2C(C)(C)C)C1 (centres undefined) |
| -12% | CC(c1nc2ccccc2c(=O)[nH]1)N1CCN(S(=O)(=O)c2ccc(F)c(Cl)c2)CC1 (centres undefined) |
| 9% | CC1(Oc2ccccc2)CCN(Cc2ccc(-c3ccccn3)cc2)C1 (centres undefined) |
| 4% | COc1cccc(CNC(=O)[C@@H]2CCCN2C(=O)[C@H]2CCCCN2C(=O)c2ccccc2)c1 |

(further entries)
SMILES	BRCA1 expr up
Nc1ncnc2c1ncn2[C@@H]1O[C@H](C(=O)N2CCN(c3ccc(Cl)cn3)CC2)[C@@H](O)[C@H]1O	-33%
Cc1ccc(N(Cc2ccccc2)C(=O)CSC(C)C(=O)Nc2cc(C)on2)cc1 (centres undefined)	-23%
CSC12CCCN(CCC(C(C)(C)C)C1)C2=O (centres undefined)	24%
NCC1C2CCC(O2)C1CO (centres undefined)	2%
CCCCNc1c(-c2ccc(SC(C)CC)cc2)nc2ccc(Cl)cn12 (centres undefined)	?
C=CCOc1ccc(C2NC(=O)c3ccccc3O2)cc1OC (centres undefined)	7%
OCCN1CCN(c2ncnc3c2ncn3[C@H]2CN(Cc3ccc(-c4ccccc4)cc3)C[C@@H](CO)O2)CC1	-45%
COc1cc(C(O)c2nc(-c3cncnc3)cs2)ccc1F (centres undefined)	-32%
CCOC(=O)C1(C)CCN1C(=O)/C=C/c1ccccc1 (centres undefined)	16%
COc1cc(/C=C2/SC(=S)N(CCC(=O)Nc3cccnc3)C2=O)cc(OC)c1OC	4%
O=C1NC2C3CC(c4ccccc43)C12 (centres undefined)	5%
CCN(c1ccc(OC)cc1)S(=O)(=O)N1CCCC(C(=O)NCc2ccc(OC(C)C)cc2)C1 (centres undefined)	-18%
C[C@H](CO)N1C[C@H](C)[C@@H](CN(C)S(=O)(=O)c2ccc3ccccc3c2)OCc2cnnn2CCCC1=O	7%
O=C(NCC(O)c1nc2ccccc2[nH]1)c1cc2ccccc2[nH]1 (centres undefined)	-7%
O=C(Nc1nnc([C@H]2C[C@H](O)[C@@H](CO)O2)s1)c1cccc(Oc2ccccc2)c1	8%
CCNC(=O)C1(C)CCN(C(=O)c2ccc(C(F)(F)F)cc2)C1 (centres undefined)	0%
COc1cccc(Cn2cnc(-c3ccccc3OC)c2C2CC2)c1	3%
CCOC(=O)N(C)c1c(CC)nc2c(OCc3ccc(S(C)(=O)=O)cc3)cccn12	10%
CN(C)c1ccc(-c2ccc3ccccc3n2)cc1	-15%
O=C(Nc1cccc(OC(F)(F)F)c1)c1cccc2c(-c3cccnc3)coc12	-27%
Cc1ccc(S(=O)(=O)N2CC3=C(C2)C2CC2(C)C3)cc1 (centres undefined)	0%
CCCCNC(=O)C1(C)CCCCN1Cc1ccc2ccccc2c1 (centres undefined)	0%
Cc1ccccc1OCC(=O)Nc1cc(C)c(O)c(-c2nc3ccccc3o2)c1	25%
CC(=O)c1ccc(OCc2nnn(CC(=O)NS(=O)(=O)c3ccc(C)cc3)c2-c2ccccc2)cc1	22%
Cc1c(C(=O)NCc2ccc3c(c2)OCO3)sc(=O)n1Cc1ccc(-c2ccccc2)cc1	-4%
COc1ccc(-c2oc3c(c2-c2cnc(OC)nc2)C(O)CC3)cc1 (centres undefined)	1%
C[C@@H]1CN([C@@H](C)CO)C(=O)CCCn2nncc2CO[C@@H]1CN(C)S(=O)(=O)c1cccc(C#N)c1	-6%
Cc1ccc(-c2nc3ccc(C)cn3c2Cc2cccc(Cl)c2)cc1	-3%
O=C(NC1CCCCC1)C(CCc1ccccc1)N1CCOCC1 (centres undefined)	2%
Cc1ccc(-c2nc3ccccc3o2)cc1NC(=O)COc1ccccc1C	4%
CC1(C(=O)NCCCN2CCCC2=O)CCN1CCc1ccccc1 (centres undefined)	10%
Nc1ncnc2c1ncn2[C@@H]1O[C@H](C(=O)NCC(F)(F)F)[C@@H](O)[C@H]1O	15%
Cc1cc(C)nc(N/C=C(\C#N)C(=O)c2cccc(CSc3ccccc3)c2)n1	83%
Nc1[nH]c(C(=O)c2ccccc2)c(-c2ccc(C(F)(F)F)cc2)c1C(=O)NCc1ccc(Cl)cc1Cl	9%
O=C(NCc1cccnc1)c1cc(C2CCCCN2C(=O)c2ccc3ccccc3c2)on1 (centres undefined)	0%
C[C@@H]1CN([C@H](C)CO)C(=O)CCCn2nncc2CO[C@H]1CN(C)S(=O)(=O)c1ccc(F)cc1	15%
Nc1[nH]c(=O)nc2nnsc12	1%
O=C(Nc1ccccc1)c1cc(C2COCCN2C(=O)CCCc2ccccc2)on1 (centres undefined)	-3%
CN(C)c1ccc(/C=C2\C=Cc3ccccc32)cc1[N+](=O)[O-]	?
C/C=C/c1cccc(-c2nc(C(=O)N3CCOCC3)cc3c2[C@H](CCO)N(C(=O)NC(C)C)C3)c1	4%
CCCNC(=O)c1cc(C2CCCCN2C(=O)c2cc(F)ccc2C)on1 (centres undefined)	15%
C[C@H](CO)N1C[C@H](C)[C@@H](CN(C)S(=O)(=O)c2ccc(C#N)cc2)OCc2cn(nn2)CCCC1=O	9%
O=C(OCc1cn([C@H]2C[C@H](c3ccc(Cl)cc3)N(Cc3cccs3)C[C@@H]2O)nn1)c1ccccc1	-16%
CNc1ccc(-c2cc(OC)ccc2OC)cn1	8%
Cc1noc(C)c1C(=O)N1CCC1(C)C(=O)NS(=O)(=O)c1ccc(Br)cc1 (centres undefined)	0%
Cn1cc(-c2csc(C(C)(O)c3cccc(F)c3)n2)cn1 (centres undefined)	20%
Cc1ccc(F)cc1NC(=O)COC(=O)C1CC2CCCC(C1)C2=O (centres undefined)	6%
C[C@@H]1CN([C@@H](C)CO)C(=O)CCCn2nncc2CO[C@H]1CN(C)Cc1cccc(C(F)(F)F)c1	33%
C[C@@H](c1ccccc1)N1C[C@H](COCc2ccccc2)Oc2cc(N3CC[C@@H](O)C3)ccc2S1(=O)=O	-9%
O=C1Cc2cccc(=O)c(O)c2C(=O)O1	-3%
Cc1nnc(NCC=Cc2ccccc2)s1	49%
COc1cccc(C(C)(O)c2nc(-c3ccc(OC)nc3)cs2)c1 (centres undefined)	12%
Cc1ccc2nc(N(CCN(C)C)C(=O)C3CCN(S(=O)(=O)c4cccs4)CC3)sc2c1	102%
Nc1nc(N)c2cc(Sc3cccc(C(F)(F)F)c3)ccc2n1	-19%
Cc1ccc(-c2nc3ccc(Br)cn3c2Cc2cccc(Cl)c2)cc1	30%
CC(C)[C@H](CO)NC(=O)[C@H]1O[C@@H](n2ccc(=O)[nH]c2=O)[C@H](O)[C@@H]1O	7%
CCc1ccc([C@H]2C[C@H]3[C@H]4C(=O)N(c5ccccc5)C(=O)[C@H]4CC(=O)[C@@H]3CN2S(=O)(=O)c2ccc(C)cc2)cc1	13%
Oc1ccc(O)c(C=NNC(=S)NC2CC3CC2C2C=CCC32)c1 (centres undefined)	-33%
Cc1ccc(C(=O)Nc2cccnc2)cc1C	-5%
CCC1NC(=O)c2cc3ccccc3cc2-n2c1nc1cc(F)ccc1c2=O (centres undefined)	5%
Continuation:
SMILES	BRCA1 expr up
Cc1ccc(S(=O)(=O)N(C)[C@H]2C[C@H]3c4[nH]c5ccccc5c4CCN3C[C@H]2[C@H](C)O)cc1	-34%
CC(=O)c1ccc(OC2(C)CCN(Cc3ccc4c(c3)OCCO4)C2)cc1 (centres undefined)	-1%
OC[C@@H]1CN(Cc2ccc(-c3ccccc3)cc2)C[C@H](n2cnc3c(NC4CCCC4)ncnc32)O1	-56%
FC(F)(F)c1ccccc1Cc1c(-c2ccco2)nc2ccc(Br)cn12	-30%
COc1cc(/C=C/C(=O)OCC(=O)c2ccc[nH]2)ccc1O	-2%
C=CCn1c2c(c3ccccc31)CCC2	20%
COc1ccc(NC(=O)C2(C)CCN2CCc2ccccc2)cc1OC (centres undefined)	6%
C[C@H](CO)N1C[C@H](C)[C@H](CN(C)S(=O)(=O)c2ccc(F)cc2)OCc2cnnn2CCCC1=O	-9%
O=S(=O)(c1ccc(F)c(F)c1)N1CCCCCCC1	-7%
COc1ccccc1NC(=O)Nc1nc(C(N)C2CCCCC2)cs1 (centres undefined)	-25%
CC1(C(=O)NCc2ccccc2Br)CCN1C(=O)CCc1ccc(Cl)cc1Cl (centres undefined)	-20%
CC1Cc2ccccc2N1CC(=O)Nc1cc(S(=O)(=O)N2CCOCC2)ccc1Cl (centres undefined)	-16%
Cc1ccc(S(=O)(=O)N2CCN(c3nc(-n4cccn4)nc4ccccc34)CC2)cc1	27%
O=C(Nc1cccc(Oc2ccccc2)c1)C1Cc2c(-c3ccc4c(c3)OCO4)ccnc2O1 (centres undefined)	-36%
CC(C)C[C@@H]1CN(CCCC[C@H]2CNC(=O)C(=O)N2CCC2CCCCC2)C(=O)C(=O)N1Cc1ccccc1	2%
CCCNC(=O)C1(C)CCN(C(=O)c2cccc(C#N)c2)C1 (centres undefined)	28%
CCOC(=O)C(C#N)=C1CCC=C(C)C1	10%
CC1(C)CC2(C)CC(=O)C1C(C(=O)O)C2C(=O)O (centres undefined)	5%
CC1(C(=O)NS(=O)(=O)c2cccc(Cl)c2)CCN1C(=O)Cc1ccc(-c2ccccc2)cc1 (centres undefined)	-3%
CCOC(=O)[C@]12CCCC=C1N(Cc1cccc3ccccc13)C(=O)[C@H](CC(=O)N1CCC(c3ccccc3)CC1)C2	-19%
O=C1NN(CCO)C(=S)Nc2ccccc21	1%
O=C1c2ccccc2C2N1CCCN2C(=O)c1sc2ccccc2c1Cl (centres undefined)	64%
CCCc1cc(CCC)n2nc(N)nc2n1	15%
Nc1ncnc2c1ccn2[C@H]1CN(Cc2ccc(Cl)cc2)C[C@@H](CO)O1	-12%
COc1cc(OC)cc(-c2c(Sc3ccccc3)c3cc(-c4ccc(SC)cc4)ccc3n2C)c1	2%
CC1Cc2[nH]c(=S)[nH]c(=O)c2C(C(C)C)O1 (centres undefined)	1%
C[C@H](CO)N1C[C@H](C)[C@@H](CN(C)Cc2ccc(Oc3ccccc3)cc2)Oc2cc(Br)ccc2S1(=O)=O	0%
COc1ccccc1Cc1c(-c2cccc(Cl)c2)nc2ccc(Br)cn12	-1%
COc1ccc(C(=O)N2CCOC2CNC(=O)C(=O)NCc2ccc(C)cc2)cc1 (centres undefined)	-1%
Nc1[nH]c(C(=O)c2ccccc2)c(-c2ccc(Cl)cc2)c1C(=O)NCc1ccco1	-3%
COc1ccc([C@H]2C[C@@H](O)[C@H](n3cc(C4CC4)nn3)CN2CC2CCCCC2)cc1	2%
Cc1nc(C(F)(F)F)ccc1C(=O)N1CCC1(C)C(=O)NS(=O)(=O)c1cccc(F)c1 (centres undefined)	15%
O=CNc1ccc(/C=C/c2ccnc3ccccc23)cc1	29%

Given with values ahead of the structure: two of the compounds above
| BRCA1 expr up | molecule |
| --- | --- |
| 15% | Cc1nc(C(F)(F)F)ccc1C(=O)N1CCC1(C)C(=O)NS(=O)(=O)c1cccc(F)c1 (centres undefined) |
| 29% | O=CNc1ccc(/C=C/c2ccnc3ccccc23)cc1 |

Sorted by length of the SMILES (rising): part of the list above
SMILES	BRCA1 expr up
O=C1c2ccccc2C2N1CCCN2C(=O)c1sc2ccccc2c1Cl (centres undefined)	64%
Nc1ncnc2c1ccn2[C@H]1CN(Cc2ccc(Cl)cc2)C[C@@H](CO)O1	-12%
COc1ccc([C@H]2C[C@@H](O)[C@H](n3cc(C4CC4)nn3)CN2CC2CCCCC2)cc1	2%
